RGS8-Gao: RGS8-Galphao binding modulators, primary screen, biochemical, multiplexed bead flow cytometry | actives lie on both sides | response (percent of control binding), % at 10 µM | actives 0.34% (n = 220,000); in the data active means response below about 60% or above about 140%; inactive means in between;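 further: Galphao activated as the GDP aluminium fluoride complex binding bead-coupled RGS8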
Target sequence (P09471 whole entry, looked up): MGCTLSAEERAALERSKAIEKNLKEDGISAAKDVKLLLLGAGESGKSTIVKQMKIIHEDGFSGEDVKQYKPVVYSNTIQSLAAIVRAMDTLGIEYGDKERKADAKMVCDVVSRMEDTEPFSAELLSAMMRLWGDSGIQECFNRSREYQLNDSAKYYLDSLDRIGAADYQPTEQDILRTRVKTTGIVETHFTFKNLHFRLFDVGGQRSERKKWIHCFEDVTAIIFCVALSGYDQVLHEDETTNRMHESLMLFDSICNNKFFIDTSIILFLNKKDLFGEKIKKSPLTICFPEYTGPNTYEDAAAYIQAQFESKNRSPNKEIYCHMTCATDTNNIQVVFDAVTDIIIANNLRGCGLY
RGS7-Gao: RGS7-Galphao binding modulators, primary screen, biochemical, multiplexed bead flow cytometry; Guanine nucleotide-binding protein G(o) subunit alpha (Homo sapiens), P09471; actives lie on both sides; binding response (% of control), % at 10 µM; actives 0.35% (n = 220,000); AID 1439, 2008; in the data active means binding response below about 49% or above about 150%; inconclusive means no clear call, values can overlap the other calls; inactive means in between;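 further: fluorescent Galphao held in activated GDP-AlF4 state binding bead-coupled RGS7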
RGS4-Gao reg: modulators of RGS4 binding to Galphao, primary screen, biochemical, multiplexed bead flow cytometry | actives lie on both sides | Guanine nucleotide-binding protein G(o) subunit alpha (Homo sapiens), P09471 | actives 0.33% (n = 220,000) | AID 1415, 2008 | binding response (% of control), % at 10 µM; in the data active means binding response below about 49% or above about 150%; inactive means in between;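 further: fluorescent Galphao activated with aluminum fluoride binding bead-coupled RGS4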
Bcl-B Bim block: inhibitors of Bim-Bcl-B binding, primary screen, biochemical, multiplexed, human Bcl-2 family | Bcl-2-like protein 10 (Homo sapiens), Q9HD36 | bead-based flow cytometry, Bim peptide-Bcl-B binding | inhibition, % at 10 µM | actives 0.073% (n = 190,000);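 further: 0% = tracer peptide without compound and 100% = reference inhibitor peptide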
Bim-Bcl-W: inhibitors of Bim binding to Bcl-W, primary screen, biochemical, multiplexed, bead-based flow cytometry; Bcl-2-like protein 2 (Homo sapiens), Q92843; Bim peptide-Bcl-W binding; inhibition, % at 10 µM; actives 0.02% (n = 190,000); AID 952, 2007;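 further: 0% = bound tracer without compound and 100% = peptide blocker; higher means less fluorescent Bim peptide bound to Bcl-W beads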
GSH fluor: compound fluorescence on glutathione beads, profiling panel, artefact control, biophysical, 488/530 nm, flow cytometry; GSH beads flow cytometry, compound fluorescence 488/530 nm; stronger effect = higher value; fluorescence (KMESF) at 10 µM; actives 0.25% (n = 190,000); AID 1776, 2009; in the data active means fluorescence above about 89;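 further: glutathione beads carrying GST-tagged Bcl family fusion proteins plus one bare bead set; values are compound well signal with DMSO vehicle wells as background; inactives centre near 16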
Bim-Bcl-XL: inhibitors of Bim-Bcl-XL binding, primary screen, biochemical, multiplexed, bead flow cytometry, human Bcl-XL | actives 0.04% (n = 190,000) | Bim peptide-Bcl-XL binding, fluorescence | AID 1007, 2008 | inhibition, % at 10 µM | Bcl-2-like protein 1 (Homo sapiens), Q07817
Bim-Bfl-1: inhibitors of Bim binding to Bfl-1, primary screen, biochemical, multiplexed, bead-based flow cytometry; Bcl-2-related protein A1 (Homo sapiens), Q16548; Bim-Bfl-1 binding inhibition; actives 0.12% (n = 190,000); inhibition, % at 10 µM; AID 1008, 2008;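 further: 0% = wells without compound plus tracer and 100% = blocker peptide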
ABCB1 block: ABCB1 efflux pump inhibitors, primary screen, cell-based, multiplex, flow cytometry, ABCG2 counter-screen | ATP-dependent translocase ABCB1 (Homo sapiens), P08183 | CCRF-Adr cells, JC-1 efflux | inhibition, % at 6.6 µM | actives 0.067% (n = 190,000); in the data active means inhibition above about 40%;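 further: 0% = vehicle and 100% = reference inhibitor; higher value means more JC-1 retained so stronger ABCB1 efflux block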
Bcl-2 Bim block: inhibitors of Bim-Bcl-2 binding, primary screen, biochemical, multiplexed, human Bcl-2 family; Apoptosis regulator Bcl-2 (Homo sapiens), P10415; Bead-based flow cytometry, Bim peptide-Bcl-2 binding; inhibition, % at 10 µM; actives 0.06% (n = 190,000); AID 950, 2007; in the data active means inhibition above about 40%; inconclusive means no clear call, values can overlap the other calls;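 further: 0% = no compound wells with probe peptide and 100% = reference peptide inhibitor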
ABCG2 inh: ABCG2 efflux pump inhibitors, primary screen, multiplex with ABCB1, IgMXP3 cells, flow cytometry | Broad substrate specificity ATP-binding cassette transporter ABCG2 (Homo sapiens), Q9UNQ0 | JC-1 efflux | inhibition, % at 6.6 µM | actives 0.1% (n = 190,000);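 active means inhibition above 80%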;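 further: 0% = DMSO and 100% = nicardipine control wells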
Target sequence (Q9UNQ0 whole entry, looked up): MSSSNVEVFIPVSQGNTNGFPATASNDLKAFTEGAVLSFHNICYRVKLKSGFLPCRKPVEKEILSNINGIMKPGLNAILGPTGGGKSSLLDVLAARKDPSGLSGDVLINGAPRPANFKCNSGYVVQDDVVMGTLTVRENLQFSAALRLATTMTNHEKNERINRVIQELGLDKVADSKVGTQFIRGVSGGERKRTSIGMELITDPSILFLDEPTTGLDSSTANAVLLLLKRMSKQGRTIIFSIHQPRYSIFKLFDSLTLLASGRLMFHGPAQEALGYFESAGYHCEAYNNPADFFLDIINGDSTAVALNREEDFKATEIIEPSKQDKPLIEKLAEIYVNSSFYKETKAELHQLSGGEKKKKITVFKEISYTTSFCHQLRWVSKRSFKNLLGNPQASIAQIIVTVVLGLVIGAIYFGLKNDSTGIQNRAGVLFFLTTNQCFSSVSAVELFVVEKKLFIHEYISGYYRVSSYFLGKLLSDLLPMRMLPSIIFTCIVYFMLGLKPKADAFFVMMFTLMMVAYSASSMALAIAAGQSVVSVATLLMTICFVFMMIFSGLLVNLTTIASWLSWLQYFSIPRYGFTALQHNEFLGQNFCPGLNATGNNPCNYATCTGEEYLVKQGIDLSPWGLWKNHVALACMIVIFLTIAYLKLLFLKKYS
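Test system: IgMXP3 cells (ABCG2) mixed with DDAO far-red-labelled CCRF-Adr cells (ABCB1). Reagent: JC-1 transporter substrate. Compound dosing: single test compound dose, 6.6 µM final. Times: 10 min compound exposure, 25 °C. Detection: flow cytometry of retained JC-1 fluorescence. Read-out basis: efflux inhibition in percent versus controls. Controls: nicardipine and DMSO wells.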
* hit, by the source's call; u = inconclusive; & = joins results of further samples. Unless noted, no stated cut-off is given here; in the data, active means inhibition above about 40%. Rows are unselected; 1.1% or so of the library scored in one or more.

Screens in order – RGS8-Gao	RGS7-Gao	RGS4-Gao reg	Bcl-B Bim block	Bim-Bcl-W	GSH fluor	Bim-Bcl-XL	Bim-Bfl-1	ABCB1 block	Bcl-2 Bim block	ABCG2 inh
CCOC(=O)N1CCN(C(=O)Nc2cccc(Cl)c2)CC1
    101	100	101	-9	0	23	-11	-10	0.2	-9	5
CCn1cc(C(=O)N(CCC(C)C)c2c(N)n(Cc3ccccc3)c(=O)[nH]c2=O)c(=O)c2ccc(C)nc21
    103	104	101	-4	-1	13	-3	-9	0.2	1	0
CCc1ccc(NC(=O)c2cc(CC(C)C)on2)cc1
    100	99	99	-6	0	14	-2	-11	0.8	-10	4
O=C(Cc1cccs1)Nc1ccc(-c2nc3ccccc3[nH]2)cc1
    94	93	92	0	-1	21	0	-1	-0.1	-2	0
COC(=O)Nc1nnc(CCc2ccccc2)s1
    110	107	112	-8	0	49	0	-5	0.2	-4	2
COc1ccccc1C(=O)Nc1ccc2oc(-c3ccc(F)cc3)nc2c1
    96	88	93	-3	2	9	-1	-6	-0.2	-7	-1
COc1cccc(N=CC=C2OC(C)(C)C(C)(C)O2)c1
    98	99	99	6	6	10	4	10	0.6	8	3
Cc1c(NC(=O)c2ccc(F)c(S(=O)(=O)N3CCOCC3)c2)c(=O)n(-c2ccccc2)n1C
    102	98	103	-9	-1	32	-9	-19	0.1	-9	8
Cc1sc2ncnc(Sc3ccccc3C(=O)O)c2c1C
    100	99	102	0	1	10	-1	-1	0.1	0	0
CC(C)(C)CC(=O)NC(=S)N1CCCCCC1
    105	102	104	0	0	25	0	-2	0.1	-1	2
CCCn1c(SCC(=O)Nc2ccccc2N2CCCCC2)nc2c1c(=O)n(C)c(=O)n2C
    102	100	99	-1	-3	15	-1	0	1.9	0	2
Cc1cccc2[nH]c(SCC(=O)O)nc12
    104	u	105	-4	-2	15	0	-4	-0.1	-3	0
CCc1nnc(NC(=O)CSc2nc3ccccc3o2)s1
    112	121	121	-8	-5	31	-6	-4	1.2	-3	8
CN(C)c1cccc(C(=O)Nc2ccc3nc4n(c(=O)c3c2)CCCCC4)c1
    106	106	105	-6	0	20	-1	-10	0.5	-6	0
O=C(N/N=C1/CCCc2ccccc21)C(c1ccccc1)c1ccccc1
    103	99	102	-5	0	24	-8	-20	1.8	-10	13
Cc1cc(C)c2c(N)c(C(=O)Nc3ncc(C)s3)sc2n1
    106	103	105	-5	0	17	-5	0	-0.1	-4	0
O=C(CCS(=O)(=O)c1ccccc1)Nc1ccccc1N1CCOCC1
    102	104	102	-5	0	12	-3	-5	0.2	-2	1
N#CC(c1ccc(Cl)nn1)c1ccc(Cl)cc1Cl (configuration not stated)
    107	106	106	-3	-2	24	-1	-1	0.3	-3	0
CCC(C)c1ccc2oc(-c3ccc(NC(=O)Cn4cnc5c(=O)n(C)c(=O)n(C)c54)cc3)nc2c1 (configuration not stated)
    101	97	100	-3	-4	16	0	-1	1.5	-1	1
CCCSc1nnc(Nc2ccccc2C)s1
    101	104	101	-3	-3	13	-2	0	1.2	0	14

9 of the compounds above, in markdown:
| Structure | RGS8-Gao | RGS7-Gao | RGS4-Gao reg | Bcl-B Bim block | Bim-Bcl-W | GSH fluor | Bim-Bcl-XL | Bim-Bfl-1 | ABCB1 block | Bcl-2 Bim block | ABCG2 inh |
| --- | --- | --- | --- | --- | --- | --- | --- | --- | --- | --- | --- |
| CCc1ccc(NC(=O)c2cc(CC(C)C)on2)cc1 | 100 | 99 | 99 | -6 | 0 | 14 | -2 | -11 | 0.8 | -10 | 4 |
| O=C(Cc1cccs1)Nc1ccc(-c2nc3ccccc3[nH]2)cc1 | 94 | 93 | 92 | 0 | -1 | 21 | 0 | -1 | -0.1 | -2 | 0 |
| COC(=O)Nc1nnc(CCc2ccccc2)s1 | 110 | 107 | 112 | -8 | 0 | 49 | 0 | -5 | 0.2 | -4 | 2 |
| COc1ccccc1C(=O)Nc1ccc2oc(-c3ccc(F)cc3)nc2c1 | 96 | 88 | 93 | -3 | 2 | 9 | -1 | -6 | -0.2 | -7 | -1 |
| COc1cccc(N=CC=C2OC(C)(C)C(C)(C)O2)c1 | 98 | 99 | 99 | 6 | 6 | 10 | 4 | 10 | 0.6 | 8 | 3 |
| Cc1c(NC(=O)c2ccc(F)c(S(=O)(=O)N3CCOCC3)c2)c(=O)n(-c2ccccc2)n1C | 102 | 98 | 103 | -9 | -1 | 32 | -9 | -19 | 0.1 | -9 | 8 |
| Cc1sc2ncnc(Sc3ccccc3C(=O)O)c2c1C | 100 | 99 | 102 | 0 | 1 | 10 | -1 | -1 | 0.1 | 0 | 0 |
| CC(C)(C)CC(=O)NC(=S)N1CCCCCC1 | 105 | 102 | 104 | 0 | 0 | 25 | 0 | -2 | 0.1 | -1 | 2 |
| CCCn1c(SCC(=O)Nc2ccccc2N2CCCCC2)nc2c1c(=O)n(C)c(=O)n2C | 102 | 100 | 99 | -1 | -3 | 15 | -1 | 0 | 1.9 | 0 | 2 |

Next compounds.
Screens in order – RGS8-Gao	RGS7-Gao	RGS4-Gao reg	Bcl-B Bim block	Bim-Bcl-W	GSH fluor	Bim-Bcl-XL	Bim-Bfl-1	ABCB1 block	Bcl-2 Bim block	ABCG2 inh
CC(C)C1N(C(=O)CN2CCCC2)CCN1S(=O)(=O)c1ccccc1 (configuration not stated)
    100	99	100	-4	2	14	-1	-10	0.0	-9	12
O=c1cc(O)c(-c2ccc(Cl)c(Cl)c2)c(Cl)[nH]1
    102	95	97	-2	0	11	-1	0	0.2	-1	1
CC1CCCCN1S(=O)(=O)c1ccc2c(c1)oc(=O)n2CC(=O)O (configuration not stated)
    99	100	98	-3	8	11	-2	-1	0.2	4	0
C=CCN(CC=C)CC(O)Cn1c2ccccc2c2ccccc21 (configuration not stated)
    102	98	103	1	0	6	-1	-3	0.8	-4	4
Cc1ccc(NC(=O)CCn2nc([N+](=O)[O-])cc2C)nc1
    106	106	104	-3	-3	23	0	2	-0.5	1	-4
O=C(CCNS(=O)(=O)c1cccs1)N1CCc2ccccc2C1
    102	105	111	-6	0	37	-12	-15	-1.1	-12	2
O=S(=O)(NCCOc1ccc(F)cc1)c1ccc2c(c1)OCCO2
    101	101	99	0	0	8	0	-4	0.2	0	0
CC(=O)N1c2ccccc2C(C)(c2ccccc2)CC1(C)C (configuration not stated)
    94	102	103	0	3	24	0	3	0.0	-3	0
O=C(NCc1ccc(/C=c2\sc3n(c2=O)CCN=3)o1)C(=O)Nc1ccccc1
    97	89	91	-2	-1	12	-3	2	1.8	0	4
CC(=O)O[C@]1(C(C)=O)CC[C@H]2[C@@H]3C=C(C)C4=CC(=O)CC[C@]4(C)[C@H]3CC[C@@]21C
    99&105	101&97	100&105	-1&-3	-1&-3	20&69	-1&-2	0&-4	1.4	1&-2	3&3
COc1ccc(-c2[nH]n(-c3ccc([N+](=O)[O-])cc3)c(=O)c2C=NCCN2CCNCC2)cc1
    106	102	103	-1	-1	11	-2	-2	0.1	-2	2
CCOC(=O)CCCN1CC(O)=C(c2nc3ccccc3s2)C1=N
    103	u	105	0	1	10	1	0	0.4	0	5
CC(=O)c1ccc(Cc2ncc(C(F)(F)F)cc2Cl)s1
    100	101	96	-8	-2	65	-8	-11	1.3	-4	6
O=C(Nc1nccs1)c1cccc(N2C(=O)c3cccc4c([N+](=O)[O-])ccc(c34)C2=O)c1
    104	96	93	-5	2	45	-1	-10	-0.1	-5	0
O=Nc1c(O)[nH]c2ccc(F)cc12
    100	u	100	0	2	14	2	-4	2.4	0	9
CC(C)(C)c1ccc(OCCNC(=O)Cc2ccc(F)cc2)cc1
    102	101	102	-1	0	5	0	1	0.3	-1	4
O=C(Nc1ccc(F)cc1F)C1CCN(C(=O)c2ccc(Br)cc2)CC1
    100	99	100	-4	0	14	-3	-3	-0.2	-3	4
O=C(c1ccc(Oc2ccc(C(F)(F)F)cc2[N+](=O)[O-])cc1)N1CCOCC1
    92	95	93	-1	0	6	0	0	1.4	0	3
COCCNC(=O)CN(C(=O)Cn1nnc2ccccc21)c1cccc(C)c1C
    99	u	99	-1	1	10	0	0	0.3	0	0
Cc1noc(/C=C/c2cccs2)c1S(=O)(=O)N1CCC(C(=O)NCCCN2CCC(C)CC2)CC1
    104	100	100	7	-2	12	2	-1	0.4	3	1

Screens in order – RGS8-Gao	RGS7-Gao	RGS4-Gao reg	Bcl-B Bim block	Bim-Bcl-W	GSH fluor	Bim-Bcl-XL	Bim-Bfl-1	ABCB1 block	Bcl-2 Bim block	ABCG2 inh
CCCOC(=O)C1[C@H]2C(=O)N(CC3CCCO3)C[C@]23C=C[C@H]1O3 (some centres not stated)
    101	101	97	-11	0	28	-5	-15	1.5	-12	12
O=C(COc1ccccc1)OCc1cc2ccccc2[nH]c1=O
    99	101	100	-6	-1	33	-3	-9	-2.4	-10	-3
CCCc1ccc(-c2cc(C(=O)NCCc3ccc(S(N)(=O)=O)cc3)c3ccccc3n2)cc1
    100	98	101	6	19	19	12	-3	0.3	-12	3
CCn1c(-c2ccccc2Cl)nn(CC(=O)Nc2cc(Cl)ccc2Cl)c1=S
    101	99	100	-8	-1	23	-12	-15	2.3	-12	24
NC(=S)Nc1nccc(-c2cccs2)n1
    99	99	101	2	0	18	2	-2	1.0	1	14
CC(=O)Nc1ccc(S(=O)(=O)NCC2CCC(C(=O)NCCC(C)C)CC2)cc1 (configuration not stated)
    98	101	93	-3	-1	6	-2	-2	0.1	0	1
O=c1[nH]c2ccccc2c(O)c1SCCO
    97	96	94	2	2	18	0	-1	1.0	-1	2
O=C(Nc1nc2ccccc2[nH]1)C1CCCC1
    101	103	101	-1	-1	15	0	-4	0.7	0	1
Cc1noc(COc2ccc(OCc3nc(C)no3)cc2)n1
    103	106	107	-2	4	4	-1	-11	0.2	-7	2
COc1ccc(S(=O)(=O)Nc2cc3c(cc2C(C)=O)OCO3)cc1
    99	100	98	-8	2	62	0	-5	0.6	0	2
Cn1c(SCc2ccc(Cl)cc2)nc(C(F)(F)F)cc1=O
    94	90	94	-12	-1	29	-1	-14	0.4	-9	3
COc1ccc2nc(/N=C/c3c(C)[nH]n(-c4ccc(C)cc4C)c3=O)sc2c1
    109	101	98	1	5	12	4	7	-1.1	16	-7

Source: PubChem BioAssay
